TexasRed autofl: Texas Red region autofluorescence | Compound fluorescence, Texas Red channel, 547/618 nm; stronger effect = higher value | max dye-equivalent concentration, M | hit rate 0.06% among 59,000 | AID 587; in the data active = max dye-equivalent concentration above about 10 nM; inconclusive = between about 1.1 nM and that limit
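Texas Red-region profiling: compounds in 100 mM Tris pH 8.0 were read at 547/618 nm after 15 min at room temperature. Intensities were normalized against a six-point Texas Red standard series to give dye-equivalent concentration.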
Rhodamine autofl: compound fluoresces in the rhodamine spectral region | Rhodamine-region fluorescence, 547/598 nm, Tris buffer; stronger effect = higher value | max dye-equivalent concentration, M | hit rate 0.05% among 59,000 | AID 594; in the data active = max dye-equivalent concentration above about 11 nM; inconclusive = between about 1.1 nM and that limit
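Compound fluorescence in 100 mM Tris, pH 8.0, read after 15 min at room temperature with 547 nm excitation and 598 nm emission. Output is dye-equivalent concentration from an on-plate rhodamine standard series.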
Pol III holo inh: DNA polymerase III holoenzyme inhibition. reconstituted DNA polymerase III holoenzyme replication, biochemical. Potency, µM (titrated, usually from 57.1 µM), for the others: at the highest dose activity change, negative = inhibition. hit rate 0.25% among 71,000. AID 603; note: potency is the fitted concentration of half-maximal effect; % is set by controls: 0 for no effect and ±100 for the full control effect
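Reconstituted *E. coli* holoenzyme (0.35 nM Pol III, 1 nM beta, 154 nM SSB, 2 nM primase) was preincubated with compound for 15 min at RT. Synthesis on 1.4 nM ssM13Gori ran 35 min, then was stopped with PicoGreen/EDTA and read as dsDNA fluorescence.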
HBB splicing: alters splicing of the hemoglobin beta chain | AID 925 | hit rate 0.06% among 65,000 | Potency, µM (highest dose often 46.1 µM), inactives show at the top dose activation, actives largely listed as activators | HBB splicing reporter cell assay, activation; EGFP reporter with mutant IVS2-654 intron; response scale: normalised to 500 nM splice-correcting PNA; note: potency is the fitted concentration of half-maximal effect; 0% is about no effect
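Compounds were applied for 2 days to HeLa EGFP-654 cells, 500/well in Optimem with 2% FCS. The reporter's EGFP is disrupted by mis-splicing of beta-globin intron IVS2-654. Readout: summed well GFP fluorescence from 488 nm laser scanning; reference was 500 nM antisense […] 654 PNA.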
Tau fil binding: binders of human tau filaments | P10636 | recombinant tau filaments, thioflavin S fluorescence, 15 h; filaments grown with octadecylsulfate alongside compound | Potency, µM (titrated, usually from 57.1 µM), for inactives: at the top dose activity change, negative = inhibition | hit rate 2% among 71,000;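 note: potency is the fitted concentration of half-maximal effect; % is set by controls: 0 for no effect and ±100 for the full control effect; actives lower thioflavin S fluorescence by blocking filaments or displacing dye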
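ThS-based fibril read: tau 1 uM final, inducer ODS 30 uM final, 37 C for 15 h, ex 450/em 510 nm.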
Hsp90 Hop PPI: changes Hsp90-Hop TPR2A binding signal, up or down; Potency, µM (doses to about 57 µM), for the others: at the top dose activity change, negative = inhibition; AlphaScreen TPR2A-His6 binding biotin-Hsp90 C-terminal peptide; hit rate 0.44% among 71,000; active = well fitted curve in either direction with a large enough effect; inconclusive = small, poorly fitted or top-dose-only effect, or another doubt; note: potency is the fitted concentration of half-maximal effect; % is set by controls: 0 for no effect and ±100 for the full control effect; many of its hits are not listed in these tables
Luciferase inh: inhibitors of firefly luciferase; P08659; purified firefly luciferase, luminescence, 8 min; Potency, µM (highest dose often 57.1 µM), without a hit: at the highest dose activity change, negative = inhibition, most hits filed as inhibitors; hit rate 2.2% among 72,000; AID 411; note: potency is the fitted concentration of half-maximal effect; % is set by controls: 0 for no effect and ±100 for the full control effect; nearly all actives have a fitted effect of over 40% in size
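Luminescence read-out after 8 min at room temperature; enzyme reaction used luciferin plus 10 uM ATP (linear range) in imidazole buffer pH 7.2 with KCl, MgCl2, Tween 20 and BSA. Each sample was run as a titration.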
HADH2 inh: inhibitors of human HADH2 dehydrogenase | recombinant HADH2, NADH fluorescence, beta-hydroxybutyryl-CoA | AID 886 | hit rate 3.4% among 73,000 | Potency, µM (highest dose often 57.1 µM), inactives show at the top dose activity change, negative = inhibition, usual class: inhibitors | Q99714; note: potency is the fitted concentration of half-maximal effect; % is set by controls: 0 for no effect and ±100 for the full control effect; nearly all actives have a fitted effect of over 60% in size; many of its hits are not listed in these tables
Target sequence (Q99714 whole entry, looked up, one chain of several): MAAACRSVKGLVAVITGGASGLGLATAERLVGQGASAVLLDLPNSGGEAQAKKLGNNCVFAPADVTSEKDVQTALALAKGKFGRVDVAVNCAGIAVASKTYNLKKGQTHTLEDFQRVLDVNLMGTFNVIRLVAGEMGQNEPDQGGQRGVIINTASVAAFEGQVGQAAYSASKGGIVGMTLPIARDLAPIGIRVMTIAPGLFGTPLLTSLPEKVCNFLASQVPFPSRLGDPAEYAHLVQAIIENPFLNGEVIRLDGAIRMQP
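Activity measured as NADH fluorescence gain (360/450 nm), taken as the change between first and last reads of a 4-min kinetic run. Conditions: pH 9.0 Tris buffer, 20 nM E. coli-expressed His-tagged enzyme, 1 mM NAD+, 90 uM beta-hydroxybutyryl-CoA; 15-min compound preincubation.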
CRE Fsk mod: alters forskolin-stimulated CRE reporter signaling in CHO cells; CHO CRE-bla reporter (cAMP response element driving beta-lactamase), forskolin EC10, beta-lactamase ratio; Potency, µM (doses to about 38.2 µM), without a hit: at the highest dose activity change, negative = inhibition, most hits filed as activators; hit rate 2.5% among 71,000; active = well fitted activation curve with a large enough effect in the signal ratio, with a control signal flat, not every such curve was filed as active; inconclusive = small, poorly fitted or top-dose-only effect, or effect the other way, or a change in a side signal; the % refers to the signal ratio; note: potency is the fitted concentration of half-maximal effect; % of control where 0% means no effect
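CRE-bla CHO cells stimulated with EC10 NKH 477 (water-soluble forskolin) and compound titrations, 3 h at 37C; beta-lactamase read with CCF4 after 2 h at room temperature. Activity from 460/530 nm emission ratio, AC50 values for positive or negative modulation.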
15-hLO inh: blocks human 15-lipoxygenase activity; purified 15hLO-1, xylenol orange hydroperoxide absorbance; hit rate 1.4% among 74,000; Potency, µM (titrated, usually from 57.1 µM), for the others: at the highest dose activity change, negative = inhibition, most hits filed as inhibitors; P16050; note: potency is the fitted concentration of half-maximal effect; % is set by controls: 0 for no effect and ±100 for the full control effect; nearly all actives have a fitted effect of over 55% in size
Target sequence (P16050 whole entry, looked up): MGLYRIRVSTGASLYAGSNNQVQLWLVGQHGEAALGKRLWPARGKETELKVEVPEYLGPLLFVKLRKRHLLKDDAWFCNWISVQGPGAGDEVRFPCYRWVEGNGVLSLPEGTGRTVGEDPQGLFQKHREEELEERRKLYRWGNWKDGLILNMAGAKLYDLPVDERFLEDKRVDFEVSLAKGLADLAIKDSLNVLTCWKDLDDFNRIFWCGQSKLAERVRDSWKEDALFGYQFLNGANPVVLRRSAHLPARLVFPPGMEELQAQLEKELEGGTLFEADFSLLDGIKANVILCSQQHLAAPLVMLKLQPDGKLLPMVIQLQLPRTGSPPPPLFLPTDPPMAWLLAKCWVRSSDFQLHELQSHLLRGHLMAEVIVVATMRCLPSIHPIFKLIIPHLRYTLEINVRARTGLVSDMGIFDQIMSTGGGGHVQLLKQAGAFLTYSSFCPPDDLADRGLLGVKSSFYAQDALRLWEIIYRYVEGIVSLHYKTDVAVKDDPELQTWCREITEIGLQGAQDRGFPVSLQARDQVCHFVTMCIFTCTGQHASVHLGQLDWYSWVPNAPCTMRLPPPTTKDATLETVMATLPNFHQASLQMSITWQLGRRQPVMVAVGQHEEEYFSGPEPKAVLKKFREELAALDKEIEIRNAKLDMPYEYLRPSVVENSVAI
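Compounds were preincubated 15 min at room temperature with 40 nM purified human enzyme (25 mM Hepes pH 7.5, 0.01% Triton X-100); 50 uM arachidonic acid reacted 6 min. Fe-xylenol orange detection, 30 min, absorbance ratio 573/405 nm.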
ERK AVP block: blocks ERK signaling stimulated by vasopressin; hit rate 0.99% among 72,000; HEK293-V1b, vasopressin-stimulated pERK AlphaScreen; Potency, µM (highest dose often 57.5 µM), for the others: at the highest dose activity, negative = inhibition, usual class: inhibitors; note: potency is the fitted concentration of half-maximal effect; % is set by controls: 0 for no effect and ±100 for the full control effect; nearly all actives have a fitted effect of over 55% in size
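HEK293 cells stably expressing V1b receptor, seeded overnight in 1% FBS, were treated with compounds for 30 min at 37C, then stimulated 5 min with 25 nM vasopressin; phospho-ERK read by AlphaScreen SureFire after lysis.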
* hit, by the source's call; i = inactive; ? = inconclusive; . = no result given; [ ] = dose if it differs, or a comment. Unless noted, calls come from the whole dose curve; as a rule, active = well fitted curve in the direction sought with a large enough effect; inconclusive = small, poorly fitted or top-dose-only effect, or another doubt; inactive = no such curve, though single readings can be large; an effect the other way counts as inactive or inconclusive. An excerpt; count on the stated rates, not on these rows.

SMILES	TexasRed autofl	Rhodamine autofl	Pol III holo inh	HBB splicing	Tau fil binding	Hsp90 Hop PPI	Luciferase inh	HADH2 inh	CRE Fsk mod	15-hLO inh	ERK AVP block
CC(C)NC(=O)N1CC[C@@]2(CCCN(C(=O)c3cccc(F)c3)C2)C1	i	i	-5%	1.7%	-2%	2%	0%[11.4 µM]	2%	-8%	2%	-9%
COc1ccc2nc(NCCCNC(=O)c3cc(OC)c(OC)c(OC)c3)c(C#N)cc2c1	i	i	5%	-0.1%[57.5 µM]	i	25%	-3%	?	?	1%	3%
CCOC(=O)c1cccc(NC(=O)Nc2cc(OC)ccc2OC)c1	i	i	-13%	0.3%	-24%	?	-3%	4%	12%	0%	?
CCCc1cc(C(=O)Nc2nccs2)cs1	i	i	-9%	1.6%	-14%	-2%	7.9µM*	4%	0%	-4%	-29%
CCOC(=O)CSc1nc2sc3c(c2c(=O)[nH]1)CCCC3	.	.	-1%	-4.1%	91%	-1%	-12%	0%	19%	-8%	-13%
CCCCCn1c(N2CCN(c3cccc(Cl)c3)CC2)nc2c1c(=O)[nH]c(=O)n2C	i	i	-5%	-1.4%	3%	-2%	3%	16%	?	-3%	-1%
Cn1ccc(C(=O)OCC(=O)c2ccccc2)n1	.	.	-4%[11.4 µM]	0.4%[0.0738 µM]	-1%[11.4 µM]	-6%[11 µM]	-14%	3%[11.4 µM]	?	1%[11.4 µM]	14%
Cc1ccc(-c2nc3ccccc3[nH]2)cc1NC(=O)c1ccco1	?	i	-8%	-0.6%	-1%	0%	20µM*	-1%	?	18%	-5%
N=C(N)SCCON1C(=O)c2ccccc2C1=O	i	i	-8%[11.4 µM]	4.1%[9.22 µM]	7%[11.4 µM]	0%[11 µM]	3%[11.4 µM]	6%[11.4 µM]	-2%[7.6 µM]	13%[11.4 µM]	1%[11.5 µM]
CCCCn1c(NCCO)nc2ccccc21	.	.	-4%	-0.2%	5%	-3%[2.3 µM]	1%	3%	-5%	1%	6%
COc1cc(NC(=O)NCCN2CCN(c3ccc(Cl)cc3)CC2)ccc1C	i	i	-1%	1.0%	13µM*	-18%	1%	14%	-13%	?	?
COc1cccc(-c2nnc3sc(-c4ccccn4)nn23)c1	?	i	-12%	1.5%[0.369 µM]	-21%	-2%	1%	-6%	25%	-12%	-5%
Cn1c(SCCCC(=O)c2ccccc2)nnc1-c1ccncc1	i	i	-3%	1.0%	3%	-1%	0%	0%	?	6%	-9%
CCc1nnc(NC(=O)CCC(=O)N2CCN(C3CCCCC3)CC2)s1	?	i	-13%	-0.6%	17%	-1%	-3%	6%	12%	-2%	-3%
CCN1CCN(C(=O)CCCCCn2c(=O)[nH]c3cc(C(=O)OC)ccc3c2=O)CC1	i	i	-2%	0.5%	-2%	-1%	-4%	?	-11%	0%	4%
Cc1c(NC(=O)Nc2cccc(Cl)c2)c(=O)n(-c2ccccc2)n1C	.	.	-5%	0.6%[9.22 µM]	1%	-1%	-2%	-1%	-19%	1%	15%
CCNC(=O)CCc1nc(-c2ccc(C(C)(C)C)cc2)no1	?	i	-2%	2.3%	2%	2%	5µM*	11%	-22%	4%	2%
CCOC(=O)c1sc(NC(=O)c2ccc(C)o2)nc1C	.	.	-4%	-1.3%	22%	-5%	13µM*	-19%	17%	-4%	-25%
CCOC(=O)N1CCC(NC(=O)c2cc(C(=O)Nc3cccc(OC)c3)ccc2CO)CC1	i	i	-5%	-0.7%	3%	-4%	8%	14%	?	2%	11%
C1=C(N2CCOCC2)/C(=C/c2nc3ccccc3[nH]2)CC1	.	.	-14%[11.4 µM]	-0.8%[0.0738 µM]	113%[11.4 µM]	-25%[11 µM]	-23%	4µM*	?	?	-28%
Brc1ccccc1-c1nnc(CSc2nnnn2-c2ccccc2)o1	?	i	-7%	-1.8%	0%	8%	1%	-7%	24%	-13%	-5%
Cc1ccc(NC(=O)CCNS(=O)(=O)c2ccc3c(c2)oc(=O)n3C)cc1	i	i	-5%	1.3%	-10%	-3%	0%	-1%	-14%	-20%	24%
Cc1cc(C)nc(NC(=O)CSc2nn(C)c(=S)s2)n1	?	i	4%	1.1%	9%	-3%	-4%	?	6%	4%	0%
CC(=O)Nc1ccc(N/C=C/C(=O)C(C)(C)C)cc1	i	i	1%	0.0%	-5%	-3%	-5%	?	0%	-1%	-7%
Cc1nc(NCc2ccc3c(c2)OCO3)c2oc3ccccc3c2n1	i	i	-2%	-2.5%[57.5 µM]	42%	2%	1%	-5%	2.5µM*	-24%	?

Continuation.
SMILES	TexasRed autofl	Rhodamine autofl	Pol III holo inh	HBB splicing	Tau fil binding	Hsp90 Hop PPI	Luciferase inh	HADH2 inh	CRE Fsk mod	15-hLO inh	ERK AVP block
O=C(c1nc2ncccn2n1)N1CCc2ccccc2C1	i	i	-2%	5.0%	-9%	-5%	1%	9%	-10%	9%	3%
CSc1nc(SCC(=O)NCc2ccco2)c2c3c(sc2n1)CN(C)CC3	i	i	1%	-1.1%	-3%	-9%	1%	?	1%	-5%	3%
CCCN(CCC)C(=O)CCS(=O)(=O)c1cccc2nsnc12	i	i	0%	0.2%	11%	-4%	1%	-10%	-5%	2%	21%
COc1ccc(O[C@H]2C=C[C@@H](c3ccccc3)O[C@H]2COC(=O)CC/C(C)=N\O[C@@H](C)c2cc(-c3c(C)cc(C)cc3C)no2)cc1	.	.	.	-1.2%[9.22 µM]	.	.	-1%[11.4 µM]	-4%[11.4 µM]	.	2%[11.4 µM]	6%[11.5 µM]
CCC1CCCCN1C(=O)COc1cc(=O)n(C)c2ccccc12 (stereo not given)	.	.	-5%	-0.6%	-7%	-3%	-2%	0%	17%	4%	-8%
Cn1c(SCC(=O)NCc2ccco2)nc2ccccc2c1=O	i	i	-5%	.	3%	-1%	1%	1%	6%	12%	10%
COc1cc(C(=O)NC2CC3CCCC(C2)N3CC(=O)Nc2ccccc2)cc(OC)c1OC (stereo not given)	i	i	-8%	-6.4%	-13%	1%	-5%	16%	?	-7%	4%
O=C(O)c1ccc(CSCc2ccccc2F)o1	i	i	-5%	-0.8%	-6%	2%	3%	-12%	-10%	0%	9%
Cn1cc(-c2nc3cnc(N4CCNCC4)nc3n(CCc3ccccc3)c2=O)c2ccccc21	i	i	-5%	-0.9%	i	?	0%[11.4 µM]	1%	?	-5%	-14%
Cc1cc(NC(=O)COC(=O)CCCOc2ccc(Cl)cc2C)no1	i	i	-2%	-0.9%	34%	1%	2%	3%	-17%	-6%	11%
Cn1nccc1C(=O)Nn1cnnc1	i	i	-4%	9.1%[0.369 µM]	0%	-4%	5%	6%	6%	2%	-1%
COc1ccc(C2=NOC(C(=O)NC(C)(C)C)C2)cc1 (stereo not given)	i	i	3%	0.0%	1%	-1%	-1%	14%	?	11%	-3%
CCn1c(SCC(=O)Nc2ccc(OCc3ccccc3)cc2)nnc1-c1ccco1	i	i	-8%	1.3%[0.369 µM]	112%	-11%	?	?	-7%	-11%	-26%
CCn1c(COc2ccc(C)cc2)nnc1SCC(=O)Nc1cc(OC)ccc1OC	?	i	-2%	1.3%	4%	-4%	-1%	1%	-2%	-13%	-11%
O=C(/C=C\Nc1ccccn1)c1ccccc1	.	.	3%	-5.6%	26%	3%	3.2µM*	-14%	-5%	-14%	3%
O=C(O)c1cnn2c1NC(c1ccc(F)cc1)CC2C(F)(F)F (stereo not given)	?	i	-9%	-1.4%	5%	3%	-1%	4%	?	12%	0%
CCc1nc(C)ccc1OCC(=O)NCCCN(C)C	i	i	2%	.	-1%	-6%	3%	7%	1%	-26%	-5%
C1CCC2(CC1)OCC1(CO2)COC2(CCCCC2)OC1	i	i	-2%	-1.7%	-2%	0%	1%	10%	-1%	2%	-16%
Cc1occc1C(=O)Nc1nccs1	i	i	-9%	0.2%	4%	-10%	-2%	-10%	?	-11%	-25%
Cc1cc(C(=O)CSc2nnc(-c3ccco3)o2)c(C)n1Cc1ccco1	i	i	-24%	0.4%[57.5 µM]	34%	-9%	-2%	3%	-11%	25µM*	-23%
COCCNC(=O)c1cnn2c(C(F)(F)F)cc(-c3ccc4c(c3)OCO4)nc12	?	i	-4%	0.5%[57.5 µM]	23%	3%	-1%	-7%	11%	8%	?

Entries above printed as active in CRE Fsk mod.
Molecule | Rhodamine autofl | Pol III holo inh | Tau fil binding | Hsp90 Hop PPI | Luciferase inh | HADH2 inh | CRE Fsk mod | 15-hLO inh
Cc1nc(NCc2ccc3c(c2)OCO3)c2oc3ccccc3c2n1 | i | -2% | 42% | 2% | 1% | -5% | 2.5µM* | -24%

From PubChem BioAssay
